# CHT block – inhibits the human high affinity choline transporter; Q9GZV3; B-score at 10 µM; actives 0.86% (n = 310,000); AID 488975; CHT-expressing cells, membrane potential dye, choline response; active compounds read low;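 active means B-score over 3 SD under the library average, and starting fluorescence ratio not unusually high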;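 further: choline stimulus applied at its EC90 after an EC20 pre-addition; B-score computed on integrated fluorescence ratio after choline addition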
# KCNQ2 inh – KCNQ2 potassium channel inhibitors, primary screen, cell-based, CHO-K1, FluxOR thallium flux, B-score (AID 2156). O88943. 20 min; active compounds read low. B-score at 10 µM. actives 1.1% (n = 310,000);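 active means fluorescence ratio B-score at most minus 3 library SDs, with starting brightness B-score within 2 library SDs, cut at about -5.5 in these data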
# Target sequence (O88943 whole entry, looked up): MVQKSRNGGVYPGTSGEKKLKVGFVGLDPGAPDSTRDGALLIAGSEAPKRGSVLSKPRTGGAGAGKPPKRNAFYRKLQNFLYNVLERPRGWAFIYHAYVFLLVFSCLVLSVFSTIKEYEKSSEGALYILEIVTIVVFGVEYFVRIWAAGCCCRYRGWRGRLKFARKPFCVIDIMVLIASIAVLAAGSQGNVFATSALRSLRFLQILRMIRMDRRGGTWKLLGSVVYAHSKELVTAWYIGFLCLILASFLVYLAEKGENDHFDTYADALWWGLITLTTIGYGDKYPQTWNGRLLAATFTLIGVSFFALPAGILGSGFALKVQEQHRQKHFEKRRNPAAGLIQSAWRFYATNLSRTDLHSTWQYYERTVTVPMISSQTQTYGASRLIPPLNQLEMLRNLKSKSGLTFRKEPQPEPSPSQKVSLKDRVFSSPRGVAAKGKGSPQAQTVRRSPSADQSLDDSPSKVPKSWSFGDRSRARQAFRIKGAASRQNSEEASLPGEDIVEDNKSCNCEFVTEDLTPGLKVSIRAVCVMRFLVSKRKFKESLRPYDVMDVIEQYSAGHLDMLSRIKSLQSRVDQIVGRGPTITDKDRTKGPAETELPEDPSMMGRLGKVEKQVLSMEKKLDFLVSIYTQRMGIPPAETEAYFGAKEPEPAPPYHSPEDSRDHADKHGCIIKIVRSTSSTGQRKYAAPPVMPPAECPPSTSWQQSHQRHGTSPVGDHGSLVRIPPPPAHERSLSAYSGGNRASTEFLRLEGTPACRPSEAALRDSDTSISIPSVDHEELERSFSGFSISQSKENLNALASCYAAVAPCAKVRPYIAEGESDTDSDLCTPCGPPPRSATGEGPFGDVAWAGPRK
# The depositor's hits bear a star; i = inactive; . = no result given.
molecule	CHT block	KCNQ2 inh
O=C(CSC(=S)N1CCCCC1)c1ccccc1	i	i
CCOC(=O)c1c(NC(=S)Nc2ccccc2C)sc2c1CCC2	i	i
Cc1ccc(Cn2c(CN3CCOCC3)nc3c2c(=O)n(C)c(=O)n3C)cc1	i	i
CC(NC(=O)CCNC(=O)c1ccccc1Cl)C1CC2CCC1C2 (configuration not stated)	i	i
COCCNC(=O)CC(NS(=O)(=O)c1ccc(NC(C)=O)cc1)C(C)C (configuration not stated)	i	i
CCCc1cc(=O)oc2cc(C)cc(OCc3nn[nH]n3)c12	i	i
Cc1nn(-c2cc(C(F)(F)F)ccc2Cl)c2nc(C(Cl)(Cl)Cl)[nH]c(=O)c12	i	i
Cc1ccc(C(=O)Nc2cccnc2)cc1S(=O)(=O)N1CCCCCC1	i	i
CCOC(=O)C1(CCc2ccccc2)CCN(C(=O)c2cnc(C)cn2)CC1	i	i
O=c1[nH]cnc2scc(-c3cccs3)c12	i	i
CCOCc1cc(CN2CCC(n3nccc3NC(=O)C3CC3)CC2)ccc1OC	.	i
COc1ccc(NC(=O)C2CC(=O)N(C(C)C)C2)cc1 (configuration not stated)	i	i
COc1ccc2[nH]c(=O)c(CN(CCO)S(=O)(=O)c3c(C)ccc4nsnc34)cc2c1	i	i
O=C(NCc1ccccc1)Nc1cccn(Cc2cccc(F)c2)c1=O	i	i
O=C(Nc1nc(-c2ccc(F)cc2)cs1)c1cccnc1	i	i
CCN1C(=O)/C(=C/c2nc3ccccc3c(=O)n2-c2ccccc2)c2ccccc21	i	i
CCOc1ccc(C2C(C(=O)Nc3cc(C)on3)c3ccccc3C(=O)N2CCN2CCOCC2)cc1 (configuration not stated)	i	i
COc1ccc2c(c1)CCc1c(C(=O)N3CCCc4ccccc43)noc1-2	i	i
Cc1ccc(C23CC4CC(CC(C(=O)N(C)C)(C4)C2)C3)cc1	i	i
O=c1c2ccccc2nc(-c2ccccc2)n1CCN1CCOCC1	i	i
CCc1ccccc1Nc1nc(N)nc(CSCC(=O)c2cc(C)n(C)c2C)n1	i	i
O=C(O)c1ccc(Cl)c(S(=O)(=O)Nc2ccccc2N2CCOCC2)c1	i	i
CC(Nc1nc(=S)nc(Nc2ccc(F)cc2)[nH]1)c1ccccc1 (configuration not stated)	i	i
COc1ccc(NC(=O)CSCc2ccc(C)cc2)cc1	i	i

# Five records picked at random from those above:
molecule	CHT block	KCNQ2 inh
COc1ccc2c(c1)CCc1c(C(=O)N3CCCc4ccccc43)noc1-2	i	i
Cc1ccc(C23CC4CC(CC(C(=O)N(C)C)(C4)C2)C3)cc1	i	i
O=c1c2ccccc2nc(-c2ccccc2)n1CCN1CCOCC1	i	i
O=C(O)c1ccc(Cl)c(S(=O)(=O)Nc2ccccc2N2CCOCC2)c1	i	i
COc1ccc(NC(=O)CSCc2ccc(C)cc2)cc1	i	i

# Other results.
molecule	CHT block	KCNQ2 inh
CC1=C(C(=O)OC2CCCCC2)C(c2ccco2)n2ncnc2N1 (configuration not stated)	i	i
O=C(Cn1nnc(-c2ccccc2)n1)NCc1ccc2c(c1)OCO2	i	i
COc1ccc(N2C(=O)C3C4C=CC(C4)C3C2=O)c([N+](=O)[O-])c1 (configuration not stated)	i	i
COc1ccccc1CC(=O)N1CCCC1	i	i
CC1=C(C(=O)NCc2ccccc2)C(c2cccnc2)n2ncnc2N1 (configuration not stated)	i	i
CCOc1ccc(S(=O)(=O)NCCC(=O)N2CCN(c3ccc(OC)cc3)CC2)cc1	i	i
CCOc1ccccc1NC(=O)c1cc2ccccc2oc1=O	i	i
Cc1ccc(NC(=O)c2ccc(F)cc2)nc1	i	i
COc1ccc(C2CC(c3ccccc3)=NN2C(=O)COC(=O)c2ccc(Cl)nc2)cc1 (configuration not stated)	i	i
COc1ccc(-c2csc3ncnc(N4CCN(c5cccc(Cl)c5)CC4)c23)cc1	i	-6.1*
Cc1nc2scc(-c3cccs3)c2c(=O)n1-n1cccc1	i	i
O=C(CSc1ccccc1C(=O)O)c1ccccc1	i	i
COC(=O)c1cc(NC(=O)c2cccc(C(F)(F)F)c2)c(=O)oc1C	i	i
COc1cc(NC(=O)Cc2ccc(F)cc2)cc(OC)c1OC	i	i
C/C(=N\NC(=O)Cn1ccc(C(F)(F)F)n1)c1ccc(N2CCOCC2)cc1	i	i
COc1ccccc1NC(=O)c1ccc(-n2ccnc2)c([N+](=O)[O-])c1	i	i
CC1(C)CC(=O)/C(=N/Nc2ccc(Cl)cc2)CO1	i	i
NNC(=O)Cn1nc(-c2ccccc2)c2ccccc2c1=O	i	i
CCC(=O)Nc1ccc(NC(=O)c2c(C)nc3ccccn23)cc1	i	i
Cc1ccc(OS(=O)(=O)c2ccc(-c3csc(C)n3)s2)c(C)c1	i	i
CCOC(=O)CN1C2=NCCCN2c2ccccc21	i	i
CCN(C(=S)Nc1ccc(OC(F)F)cc1)C1CCCCC1	i	i
COc1ccc(NC(=O)CSc2nc(N)c(C(=O)Nc3ccc(N(C)C)cc3)s2)cc1	i	.
CCOc1ccc2c(=O)c(Oc3ccccc3)c(C)oc2c1	i	i
O=C(CSc1nnc(Nc2ccccc2F)s1)Nc1cccc(S(=O)(=O)N2CCCCC2)c1	i	i
CC(C)c1c(O)nc(SCC(=O)N2CCCCC2)[nH]c1=O	i	i
Cc1ccc(C)c2[nH]c(=O)c(CCNS(=O)(=O)c3ccccc3)cc12	i	i
COc1ccc(NC(=O)CCN2CCN(C/C=C/c3ccccc3)CC2)cc1	i	i
Fc1ccc(N2CN(Cc3cccnc3)CNC2=S)cc1	i	i
Oc1c(N=NC(=S)Nc2ccccc2F)c2ccccc2n1Cc1ccccc1	i	i
O=C(O)c1cccc(NC(CNS(=O)(=O)c2ccc(Cl)cc2)c2ccccc2)c1 (configuration not stated)	i	i
O=C(Nc1ccccc1Cl)C1C(c2ccccc2)C1(Cl)Cl (configuration not stated)	i	i
CN(CC(=O)O)S(=O)(=O)c1ccc2oc3ccccc3c2c1	i	i
O=c1oc2ccccc2c(NCCc2ccccc2)c1[N+](=O)[O-]	i	i
Cc1c(NC(=O)c2noc(C(C)C)c2[N+](=O)[O-])c(=O)n(-c2ccccc2)n1C	i	i
CCCCc1ccc(/C(C)=N/NC(=O)C2CCCC2)cc1	i	i
COCCN(C(=O)CN1CCc2ccccc2C1)c1c(N)n(Cc2ccccc2)c(=O)[nH]c1=O	i	i
COc1ccc(/C=C2\SC(=S)N(CCCC(=O)Nc3ccccn3)C2=O)cc1OC	i	i
Nc1nc(CN2CCCCCC2)nc(Nc2ccccc2)n1	i	i
O=C(NCc1ccncc1)C(=O)NCC1OCCN1S(=O)(=O)c1ccc(Br)cc1 (configuration not stated)	i	i
CS(=O)Cc1cc(Oc2ccccc2)nc(-c2ccncc2)n1 (configuration not stated)	i	i
COc1ccc(/C=N/N(c2ccccc2)c2ccccc2)cc1O	i	i
CCn1ccnc1CN(C)C(=O)c1cc(COc2ccc(Cl)cc2OC)on1	i	i
O=C(NNC(=O)c1ccc(-c2ccccc2)cc1)Nc1ccccc1	i	i
O=C(c1ccccc1)[C@H]1[C@H](c2ccccc2)[C@@]2(N=C(c3ccccc3)OC2=O)C2c3ccccc3C=NN21 (some centres not stated)	i	i
Cc1ccc(C2C=C(c3ccc4c(c3)OCO4)Nc3ncnn32)cc1 (configuration not stated)	i	i
COc1cccc(-c2nnn(CC(C)=O)n2)c1	i	i
O=C(O)C1C(C(=O)O)C1(c1ccccc1)c1ccccc1 (configuration not stated)	i	i
COc1cc(NC(=O)C2CCN(S(=O)(=O)c3ccc(Cl)cc3)CC2)ccc1-n1cnnn1	i	i
O=C(CSc1nc2ccccc2o1)N/N=C/c1ccc(O)c(O)c1	i	i
CCN(CC)CCCNC(=O)Cn1cnc2sc(C)c(S(=O)(=O)N3CCN(c4ncccn4)CC3)c2c1=O	i	i
Cc1cc2oc(=O)cc(CN3CCOCC3)c2cc1C(C)C	i	i
CC1=NNC(=O)C1CCC(=O)N/N=C(\C)c1ccccc1 (configuration not stated)	i	i
Cc1ccc(C(=O)CCC(=O)O)cc1	i	i
CCOC(=O)/C(C#N)=C/c1c(N2CCN(c3ccccc3)CC2)nc2ccccn2c1=O	i	i
O=C(CN1CCN(Cc2cccc3ccccc23)CC1)NCCc1ccccc1	i	i

# New compounds follow
molecule	CHT block	KCNQ2 inh
CN1CCCC(OC(=O)CCCCC(=O)OC2CCCN(C)C2)C1 (configuration not stated)	i	i
CC(C)(C)c1csc(NC2=NS(=O)(=O)c3ccccc32)n1	i	i
CC1(C)CCCN(C(=O)c2ccc3c(c2NCCO)C(=O)c2ccccc2C3=O)C1	-7.2*	i
Cc1ccc(C(=O)C(C)[n+]2cccc(C(N)=O)c2)cc1 (configuration not stated)	i	i
Cc1cc(C)nc(Nc2n[nH]c(-c3ccccc3N)n2)n1	i	i
Cc1ccc(NC(=O)COC(=O)C2(c3ccc(Cl)cc3)CCCC2)cc1	i	i
COc1ncnc2c1oc1ccccc12	i	i
Cc1nc2sc(C(c3ccc(Cl)cc3)N3CCN(c4ccccc4F)CC3)c(O)n2n1 (configuration not stated)	i	i
Cc1ccc2[nH]ccc(=O)c2c1	i	i
COc1ccc(NC(=O)c2cc(S(=O)(=O)N3CCc4ccccc43)cn2C)cc1OC	i	i
COC(C(=O)Nc1ccc(S(=O)(=O)N2CCCCC2)cc1)c1ccccc1 (configuration not stated)	i	i
COc1ccc(N(CC(=O)NC2CCCCC2)C(=O)CCC(=O)Nc2nc(C)cs2)cc1	i	i
Clc1ccccc1OCCCOc1cccc2cccnc12	i	i
CC(=O)/C=C/c1ccc2ccccc2n1	-5.3*	i
COC(=O)c1ccc(S(=O)(=O)N2C3CCC2CC(NC(=O)C2CC2)C3)cc1 (configuration not stated)	i	i
COc1ccc(NC(=S)N2CCC(C(=O)N3CCCCCC3)CC2)cc1	i	i
Cc1noc(NS(=O)(=O)c2ccc(NC(=O)C(C)C)cc2)c1C	i	i
COc1cc(/C=N/Nc2cc(C)nc(NS(=O)(=O)c3ccc(C)cc3)n2)ccc1O	.	i
O=C(N/N=C/c1ccsc1)c1cc(-c2cccs2)nc2ccccc12	i	i
O=c1[nH]c2ccccc2cc1CN(Cc1cccnc1)S(=O)(=O)c1ccc([N+](=O)[O-])cc1	i	i
CCCCOc1ncnc2c1[nH]c1ccc(F)cc12	i	i
COc1ccc(N(CC(=O)Nc2ccccc2C)S(=O)(=O)c2ccccc2[N+](=O)[O-])c(OC)c1	i	i
COc1cc(/C=C2/C(=N)N3OC(C)=CC3=NC2=O)ccc1OC(=O)c1ccco1	i	i
CN(c1ccccc1C(=O)NCc1ccco1)S(C)(=O)=O	i	i

# Part of the list above in order of count of non-hydrogen atoms, high to low:
molecule	CHT block	KCNQ2 inh
COc1cc(/C=C2/C(=N)N3OC(C)=CC3=NC2=O)ccc1OC(=O)c1ccco1	i	i
O=C(N/N=C/c1ccsc1)c1cc(-c2cccs2)nc2ccccc12	i	i
CN(c1ccccc1C(=O)NCc1ccco1)S(C)(=O)=O	i	i

# Remaining list, next part:
molecule	CHT block	KCNQ2 inh
CCOc1ccc(C(=O)NC2CCN(C(=O)Nc3ccc(F)cc3)CC2)cc1	i	i
NS(=O)(=O)c1ccc(CCNC(=O)COC(=O)c2cc([N+](=O)[O-])ccc2N2CCOCC2)cc1	i	i
CC(=O)N1CCN(c2ccc(NC(=O)c3ccc4c(c3)OCCO4)cc2Cl)CC1	i	i
CC(=O)Nc1c(Cl)cnn(-c2ccccc2)c1=O	i	i
CCCCn1c(C)cc2cc(O)ccc21	i	i
O=C(Nc1ccc(Br)cc1)c1cccc2c1C(=O)N(C1CCCCC1)C2	i	i
O=C(NCCCn1ccnc1)C(=O)NCC1OCCN1S(=O)(=O)c1ccc(Br)cc1 (configuration not stated)	i	i
COc1ccc(-c2csc(Cc3nnc4n3CCCCC4)n2)cc1	-5*	i
O=C(NCc1cccnc1)c1ccc(COc2ccc(Cl)cc2)cc1	i	i
COC(=O)Cn1cnc2c(cnn2-c2ccccc2)c1=O	i	i
O=C(C1=C(O)C(=O)N(CCN2CCOCC2)C1c1ccc(Cl)cc1)c1cc2ccccc2o1 (configuration not stated)	i	i
CC[n+]1c(C)n(-c2ccccc2)c2ccc(NC(C)=O)cc21	i	i
O=C(C1CC(=O)N(c2ccc(Br)cc2)C1)N1CCCC1 (configuration not stated)	i	i
O=C(NNC(=S)NC(=O)c1ccc(Br)cc1)c1cccc([N+](=O)[O-])c1	i	i
N#Cc1c2n(c3c(=O)n(CC(=O)c4ccc(Br)cc4)cnc13)CCCC2	i	i
CCOC(=O)C1CCN(C(c2cc3cc(C)cc(C)c3[nH]c2=O)c2nnnn2C2CCCCC2)CC1 (configuration not stated)	i	i
CCC(C)c1ccc(O)c(NC(=O)c2cccnc2)c1 (configuration not stated)	i	i
CCCOc1ccccc1C(=O)N1CCNC(=O)C1CC(=O)OC(C)C (configuration not stated)	i	i
CCc1ccc2oc(-c3ccc(OC)cc3)cc(=Nc3cccc(C(=O)O)c3)c2c1	i	i
Cc1cc(Cl)ccc1Oc1nccc(N(C)C)c1C#N	i	i
CCc1ccc(-n2c(SCC(=O)N3CCC(C(=O)O)CC3)nnc2-c2ccncc2)cc1	i	i
O=C(COc1ccc(-n2ccnc2)cc1)Nc1cccc(Cl)c1	i	i
COc1ccccc1NC(=O)CSc1nc2ccccc2nc1N1CC(C)OC(C)C1 (configuration not stated)	i	i
Cc1ccc(NC(=O)Cn2c(=O)oc3ccccc32)c(C)c1	i	i
CC(=O)c1cc(C#N)c(N(C)Cc2ccccc2)nc1C	i	i
CC1(C)CC(=O)C2=C(C1)Nc1ccccc1N1C(=O)c3ccccc3C21 (configuration not stated)	i	i
